Assay outcomes (PubChem BioAssay)
HTRA1 inhibitor: blocks human HTRA1 serine peptidase. AID 504803. 0.5% of 340,000 active. recombinant HTRA1, FP-rhodamine activity-based probe, fluorescence polarization. Q92743. inhibition, % at 5.96 µM; in the data active = inhibition above about 36%;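 also: 0% = enzyme with DMSO and 100% = wells lacking enzyme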
TDP2 absorb: blocks human TDP2 phosphodiesterase activity; inhibition, % at 12.8 µM; O95551; recombinant TDP2, T5PNP hydrolysis, p-nitrophenol absorbance 415 nm; 0.34% of 370,000 active;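 active = inhibition above the mean of all tested compounds plus 3 SD, set per campaign, cut at about 25% in these data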;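 also: 0% = DMSO with enzyme and 100% = buffer with substrate but no TDP2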
Target sequence (O95551 whole entry, looked up): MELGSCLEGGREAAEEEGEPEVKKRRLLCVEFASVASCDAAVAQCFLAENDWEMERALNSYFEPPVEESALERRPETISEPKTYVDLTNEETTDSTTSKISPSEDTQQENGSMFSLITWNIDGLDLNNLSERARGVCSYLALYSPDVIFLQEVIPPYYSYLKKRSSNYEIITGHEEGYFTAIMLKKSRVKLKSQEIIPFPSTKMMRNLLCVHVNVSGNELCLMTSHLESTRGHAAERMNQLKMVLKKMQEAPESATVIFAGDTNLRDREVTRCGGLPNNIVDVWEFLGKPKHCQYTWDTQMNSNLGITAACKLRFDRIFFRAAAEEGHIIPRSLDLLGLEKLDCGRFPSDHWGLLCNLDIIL
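Read-out basis: percent inhibition. System: recombinant human TDP2. Buffer or medium: Mg2+-containing Tris-HCl buffer, pH 7.5. Repeats: single replicate. Timing: reaction 2 h, 37 °C. Benchmarks: high control without enzyme, low control DMSO plus TDP2. Probe or stimulus: 5 mM T5PNP. Doses: 12.8 µM only. Measured by: epi absorbance of p-nitrophenol freed from T5PNP by hydrolysis.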
NR1D1 modulator: Rev-erb alpha (human) modulation; P20393; Rev-erbα–FITC-DNA binding, fluorescence polarization, 90 min; activity, % at 10 µM; 0.79% of 370,000 active; AID 1259318;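 active = activity above about 14%, limit read from the data; passing the limit was not always enough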;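 also: 0% = DMSO wells with 35 nM protein and 100% = DMSO wells with 750 nM protein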
Target sequence (P20393 whole entry, looked up): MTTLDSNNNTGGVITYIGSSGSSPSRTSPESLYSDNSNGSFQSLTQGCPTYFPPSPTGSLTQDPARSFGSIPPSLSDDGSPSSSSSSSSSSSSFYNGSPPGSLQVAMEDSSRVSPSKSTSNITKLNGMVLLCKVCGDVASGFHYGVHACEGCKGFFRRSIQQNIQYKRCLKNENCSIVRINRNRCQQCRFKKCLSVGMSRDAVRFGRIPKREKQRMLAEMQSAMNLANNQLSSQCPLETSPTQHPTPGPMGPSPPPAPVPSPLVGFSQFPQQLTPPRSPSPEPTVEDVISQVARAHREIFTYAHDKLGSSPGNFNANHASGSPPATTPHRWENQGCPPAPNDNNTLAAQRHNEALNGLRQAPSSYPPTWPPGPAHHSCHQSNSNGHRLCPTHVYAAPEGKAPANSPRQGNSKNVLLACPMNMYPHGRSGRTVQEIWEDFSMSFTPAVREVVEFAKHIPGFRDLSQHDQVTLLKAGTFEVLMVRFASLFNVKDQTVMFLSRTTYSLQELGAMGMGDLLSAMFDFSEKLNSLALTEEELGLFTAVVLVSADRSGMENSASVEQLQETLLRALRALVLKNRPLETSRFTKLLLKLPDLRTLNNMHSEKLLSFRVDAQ
SIAE primary: inhibitors of human sialic acid acetylesterase SIAE; AID 1053197; 0.69% of 370,000 active; SIAE FP-Rh probe binding, fluorescence polarization; inhibition, % at 9.66 µM;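 active = inhibition above a cutoff: mean of compounds within the control limits plus 3 SD of those, cut at about 17% in these data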;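 also: 0% = plate median of compound wells and 100% = probe without SIAE protein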
PG9 Ab binder: PG9 antibody binding by small molecule. inhibition, % at 6.7 µM. AID 624416. TR-FRET gp120-PG9 antibody binding. 0.43% of 360,000 active; in the data active = inhibition above about 8.5%
ABHD4 inh: inhibitors of mouse ABHD4; Q8VD66; inhibition, % at 8.92 µM; 0.54% of 370,000 active; AID 720543; purified mABHD4, FP-Rh probe fluorescence polarization;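 active = inhibition exceeding the mean over every tested compound plus 3 SD, cut at about 30% in these data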;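 also: 0% = plate median of compound wells and 100% = S159A mutant with DMSO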
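Assay system: mouse ABHD4 enzyme, wild type / Also added: fluorescent activity-based probe FP-Rh / Doses: single nominal dose of 8.92 µM, 0.89% DMSO final / Timing: 45 min compound pre-incubation plus 60 min probe step, 25 °C / Signal: FP readout, ex 525 nm / em 598 nm / Control set: S159A mutant/DMSO as 100%, compound-well median as 0%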
PRMT1 inh: inhibitors of human PRMT1; Q99873; recombinant PRMT1, activity-based probe fluorescence polarization; inhibition, % at 2.79 µM; 1.3% of 370,000 active; AID 652257;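 active = inhibition above about 21% made by adding two undisclosed values, limit read from the data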
rCAG RNA binder: molecules binding r(CAG) RNA repeats. inhibition, % at 3 µM. AID 651821. 1.3% of 370,000 active. r(CAG) RNA repeat, TO-PRO-1 dye displacement fluorescence;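 active = inhibition above the plate cutoff, the mean of all test compounds on that plate plus 3 SD, cut at about 35% in these data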;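 also: 0% = DMSO alone and 100% = 100 µM mitoxantrone as full dye displacement; higher means more dye released from RNA so lower well fluorescence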
TCR CD3 inh: human TCR-CD3 binding inhibition; TAMRA-labeled TCR probe fluorescence, biochemical; inhibition, % at 9.4 µM; 0.37% of 360,000 active; in the data active = inhibition above about 19%;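 also: recombinant mutant TCR 2C K166C tagged with TAMRA read by polarization; 0% = receptor in buffer alone and 100% = receptor with positive control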
LEDGF integ inh: blocks HIV-1 LEDGF/p75-dependent DNA integration; TR-FRET IN-LEDGF/p75 DNA integration, Eu/Cy5; 0.64% of 370,000 active; AID 743269; inhibition, % at 3.7 µM;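 active = inhibition above the screen-wide mean plus 3 SD, cut at about 13% in these data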;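 also: signal is the Cy5 over europium emission ratio at 671 and 618 nm; 0% = plate median of compound wells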
* marks the source's active call; other numbers are inactive results; x = not tested or not shown.

SMILES	HTRA1 inhibitor	TDP2 absorb	NR1D1 modulator	SIAE primary	PG9 Ab binder	ABHD4 inh	PRMT1 inh	rCAG RNA binder	TCR CD3 inh	LEDGF integ inh
C/C(=N/OC(=O)N(C)C)c1ncc(C(F)(F)F)cc1N1CCOCC1	-4	6	2	2	1.4	8	-1	-5	-7	2
Cc1ccc(N2C(=O)NC(=O)/C(=C/C=C/c3ccco3)C2=O)cc1	0	7	-2	-26	-1.8	-8	24*	29	-4	35*
FC(F)(F)c1ccc2c(c1)NP(=S)(N1CCOCC1)c1nccn1-2 (stereo not given)	-6	6	1	-2	0.8	-5	0	-4	0	3
COc1ccc(CCNCc2cccn2C)cc1	11	6	-2	-2	-1.7	7	-4	-1	6	-4
COc1ccc(-n2c(O)c(C(C)=Nc3ccc4c(c3)CCC4)c(=O)[nH]c2=O)cc1	x	3	6	1	-1.9	0	-1	-1	-4	-1
CCOC(=O)C1=CC(=C2C(=O)N(CC)C(=S)N(CC)C2=O)c2ccccc2O1	x	-7	0	-24	-1.7	-10	0	14	-6	-2
CCN(CC)C(=O)c1ccc(NC(=O)c2cn(-c3ccccc3)nc2-c2ccc(OC)cc2)cc1	-58	6	4	-36	-1.3	-30	-4	6	-2	1
Clc1ccc2c(c1)C(OC1CN3CCC1CC3)c1ccccc1CS2 (stereo not given)	-6	-5	2	-2	0.6	9	5	8	-2	-2
CCCCCn1c(=O)c(C(=O)Nc2ccccc2S(N)(=O)=O)c(O)c2ccccc21	-5	3	43*	-5	69*	-9	2	12	-3	-6
C[C@H]1CC[C@H]2NCCN[C@H]2C1	-1	-6	3	0	0.1	1	4	0	2	-1
CN1CCN(c2ccc([N+](=O)[O-])c(N3CCCCC3)c2)CC1	6	5	2	2	-3.1	0	-4	-6	1	4
c1cncc(CNC2CCCCC2)c1	2	4	-4	-9	0.6	0	2	-3	3	-6
C1=C(CCNCc2ccccc2)CCCC1	-4	2	-3	4	2.1	2	1	0	3	3
ClC1=C(Cl)C2(Cl)C3C(Cl)C=CC3C1(Cl)C2(Cl)Cl (stereo not given)	1	6	-1	-4	-2.3	0	1	2	7	1
Cc1cc(C)n2nc(C)[n+](C)c2n1	1	-4	x	1	-1.7	3	-2	-2	6	-2
Cc1ccc(C(O)(C(=O)OC(C)C)C(O)c2ccc(F)cc2)cc1 (stereo not given)	x	-5	-3	-6	-0.2	2	-4	0	2	0
O=C1CC(C(=O)N2CCC3(CC2)OCCO3)CN1CCc1ccccc1 (stereo not given)	2	1	1	0	0.5	0	2	-1	-1	-2
Nc1ccc(Cc2ccc(N)cc2)cc1	2	-7	-4	7	1.2	0	1	0	-1	-4
Cc1cc(C)cc(N2C(=O)NC(=O)/C(=C/c3cccn3-c3ccc(Cl)cc3)C2=O)c1	-3	-17	0	-9	-2.0	-12	3	7	-4	5
CC(=O)c1ccc2c(c1)OCO2	7	-10	-7	2	-1.5	8	-5	3	-3	4
COC(=O)C1=C(c2cccc(OC)c2OC)C[C@@H]2CC[C@H]1N2C(=O)NCCS(C)=O (stereo not given in full)	-1	12	-3	-2	-0.1	9	2	1	-3	0
CN1CCN(Cc2nc3ccccc3c(=O)[nH]2)CC1	1	3	1	6	-3.5	-2	-3	-2	5	-1
O=C(Cc1ccccc1)N1CCN(Cc2ccccc2Cl)CC1	5	11	2	2	-2.1	18	-4	-7	2	1
C=CCN=C(SCC(=O)c1ccc(Cl)cc1)c1c(O)n(C)c(=O)n(C)c1=O	7	-10	7	-3	-2.1	-6	29*	0	10	-1
c1ccc(C2(N3CCCCC3)CCCCC2)cc1	-6	-1	-2	-3	2.6	4	-1	2	9	-2
COc1ccc(-c2nc(CS(=O)CC(=O)N3CCC4(CC3)OCCO4)c(C)o2)cc1 (stereo not given)	-2	6	2	5	-2.7	2	3	2	6	-1
CCC(=Nc1ccc(OC)cc1OC)c1c(O)[nH]c(=O)[nH]c1=O	4	10	0	7	-1.8	1	1	1	6	2
Clc1ccc(N2CCNCC2)nn1	3	8	1	1	0.7	2	-4	0	2	3
CC(=NCCCn1ccnc1)c1c(O)n(-c2ccccc2)c(=O)[nH]c1=O	8	1	2	-1	-1.0	2	0	-2	2	-8
NNC(=O)c1ccc(Cl)cc1	11	2	3	2	-1.7	-4	-1	1	4	0
Cc1ccc(N2C(=O)NC(=O)C(CCc3ccccn3)(Cc3ccc(F)cc3)C2=O)cc1 (stereo not given)	5	-11	-4	-5	-0.6	-6	4	1	-9	-3
CC(c1ccccc1)n1cncc1C(=O)O (stereo not given)	-3	-18	10	-9	-0.7	-16	-4	3	6	-2
N=C1c2ccccc2CN1NC(=O)c1ccc(Br)cc1	-1	-9	-2	5	-0.9	4	0	0	-4	-2
NS(=O)(=O)c1nc[nH]c1[N+](=O)[O-]	-1	-2	6	-7	3.9	-7	6	4	-2	4
O=C(OCC(=O)c1ccc([N+](=O)[O-])cc1)/C(=C\c1ccc(Cl)cc1)NC(=O)c1ccccc1	-11	0	-5	4	-0.9	4	21	7	0	2
O=P(C(=Nc1ccc(Cl)cc1)N1CCOCC1)(N1CCOCC1)N1CCOCC1	-3	4	5	-4	1.0	3	-2	-8	6	3
COc1ccc2c(c1)CC1(CN2C)C(=O)NC(=O)N(CCc2ccccc2)C1=O (stereo not given)	0	3	0	12	-2.0	8	1	10	2	3
O=C(CCl)Nc1nccs1	5	10	3	-2	0.2	-2	-3	0	4	0
NC(Cc1ccccc1)Cc1ccccc1	5	-7	10	-2	0.6	4	3	3	7	5
C[C@H]1CCC/C=C/[C@@H]2C[C@H](O)C[C@H]2[C@@H](O)/C=C/C(=O)O1	6	4	-7	-1	-1.6	0	0	-1	5	1

Pulled by compound from the entries so far:
SMILES	HTRA1 inhibitor	TDP2 absorb	NR1D1 modulator	SIAE primary	PG9 Ab binder	ABHD4 inh	PRMT1 inh	rCAG RNA binder	TCR CD3 inh	LEDGF integ inh
NNC(=O)c1ccc(Cl)cc1	11	2	3	2	-1.7	-4	-1	1	4	0
NC(Cc1ccccc1)Cc1ccccc1	5	-7	10	-2	0.6	4	3	3	7	5
O=C(Cc1ccccc1)N1CCN(Cc2ccccc2Cl)CC1	5	11	2	2	-2.1	18	-4	-7	2	1

(listing goes on)
SMILES	HTRA1 inhibitor	TDP2 absorb	NR1D1 modulator	SIAE primary	PG9 Ab binder	ABHD4 inh	PRMT1 inh	rCAG RNA binder	TCR CD3 inh	LEDGF integ inh
CC(C)C[C@H]1COc2cccc(N3CCN(C)CC3)c2S(=O)(=O)N1	x	-9	6	1	0.4	6	0	2	-5	-4
Cc1ccc(-n2c(/C=C/c3ccccn3)nc3ccccc3c2=O)cc1	2	-6	-5	-9	2.1	-10	2	-2	0	2
CC(=O)N1N=C2C3CCN(CC3)C2C1c1cccc2ccccc12 (stereo not given)	-3	-7	-1	-5	-1.4	-9	1	-1	1	-2
Fc1ccccc1CCNCc1cccc2ccccc12	-1	0	-5	-5	-1.9	6	-1	-2	-7	0
C=CCn1c(O)c(/C=N/NC(=O)c2ccncc2)c(=O)[nH]c1=O	9	1	-1	0	-3.1	5	0	0	0	-3
COP(=O)(OC)C(NC(=O)C(C)(C)C)=C(Cl)Cl	7	-3	-3	7	-1.8	3	2	-4	2	-1
O=[N+]([O-])c1cc(-n2cnnn2)c(O)c([N+](=O)[O-])c1	2	4	2	6	0.1	5	-1	6	10	1
Cc1nn(Cc2c(Cl)cccc2Cl)c(Cl)c1C(=O)O	-7	3	-7	-1	3.2	2	3	-1	-5	-3
CCCCCCN1CCN(c2ccc(Cl)cc2)CC1	2	9	2	-2	-1.4	9	0	-8	-4	3
O=c1[nH]c2ccccc2n1C1CCN(C(c2nnnn2Cc2ccccc2)C2CC2)CC1 (stereo not given)	x	2	6	3	-2.4	2	-1	3	5	-1
O=S(=O)(c1ccccc1)N1Cc2ccccc2-n2nncc2C1	-2	-2	6	4	-1.9	0	-1	-1	1	0
CC12CC[C@H]3[C@@H](CCC4(O)C[C@H](O)CCC34/C=N/NC(=O)c3ccccc3O)C1(O)CCC2C1=CC(=O)OC1 (stereo not given in full)	9	-2	-3	6	-2.1	4	-8	1	5	4
COc1cc2c(cc1OC)-c1c(OC)c(OC)cc3c1C(C2)N(C)CC3 (stereo not given)	4	52*	-3	3	-9.5	16	0	-3	-8	20*
CC1CCCCN1C(=O)c1ccc(N2CC3CC(C2)c2cccc(=O)n2C3)c([N+](=O)[O-])c1 (stereo not given)	4	7	8	3	-1.3	15	-1	-6	-1	2
COC(=O)C1=C(c2ccc(C(C)=O)cc2)C[C@@H]2CC[C@H]1N2C(=O)NCc1ccc2c(c1)OCO2	-1	8	-1	0	0.5	7	0	-3	0	0
CC(C)C(=O)Nc1ccc(S(=O)(=O)N2CC3CC(C2)c2cccc(=O)n2C3)cc1 (stereo not given)	4	-4	2	-2	-1.3	2	-3	0	6	-2
COC(=O)C1=C(c2ccc(-c3ccccc3)c(F)c2)C[C@@H]2CC[C@H]1N2C(=O)N1CCCCC1	-38	-10	-3	-1	-1.5	-14	0	2	-2	4
NC(=O)CSP(=O)(c1ccccc1)c1ccccc1	-1	9	8	3	0.2	2	38*	0	4	-2
CC(C)OCC(O)CN1CC2C[C@@H](C1)Cn1c2cccc1=O (stereo not given in full)	8	8	2	5	0.5	0	-2	-1	-2	-4
CC(=O)C1CCC2C3CCC4CC(O)CCC4(C)C3CCC12C#N (stereo not given)	-5	8	-3	1	0.6	-2	4	-1	2	-2
c1ccc(NC2=NCCS2)cc1	6	10	-4	0	1.2	-3	3	-2	1	-4
Cc1ccc2c(c1)=C/C(=C\c1c(O)[nH]c(=O)[nH]c1=O)C(=O)N=2	6	21	2	3	-0.3	2	7	-1	-7	-1
COc1ccc(N2C(=O)/C(=C/c3ccc(N(C)C)o3)C(=O)NC2=S)cc1	-6	6	0	-19	-9.1	-13	-17	-48	-11	0
O=C(c1ccccc1F)c1cn(Cc2ccccc2)c2ccccc12	-24	10	1	0	-0.8	-16	-5	-3	-1	3
O=C(CN1CCCC1=O)NCCc1ccccc1	1	5	2	3	-0.8	-5	1	-4	-7	1
CN1CCN(c2ccc(S(=O)(=O)C(F)(F)F)cc2[N+](=O)[O-])CC1	-3	1	-4	8	-0.6	6	0	-6	4	-3
C[C@]12CC[C@@H](O)CC1=CC(=O)C1C2CC[C@]2(C)C(=O)CCC12 (stereo not given in full)	-4	1	2	3	-1.6	1	2	1	-3	0
COCCNC(=O)CN1C(=O)C(C)N=C(c2ccccc2)c2cc(Cl)ccc21 (stereo not given)	-3	11	-4	-3	1.6	-4	-5	-3	6	-3
O=C1CC(=O)N(c2cccc(Br)c2)C(=O)N1	-11	4	4	-6	0.6	-13	7	16	-6	6
O=C1NCN(c2ccccc2)C12CCN(C(c1nnnn1-c1ccc3c(c1)OCCO3)C1CC1)CC2 (stereo not given)	x	2	1	7	0.3	-3	-3	7	2	2

These rows are one share of the data; rates above refer to the full screens.
